# GAA850 FXN act = activators of GAA850 frataxin (FXN) promoter. 360,000 tested, 0.56% active. HEK293 lucGAA850 FXN promoter luciferase reporter, 24 h; percent of 10 µM SAHA response. activation, % at 6 µM. AID 540364;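 active = activation above the average of all compounds screened plus 3 SD, cutoff fixed separately per campaign, cut at about 7.5% in these data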;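 also: 0% = DMSO wells and 100% = 10 µM SAHA wells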
# NPR1 activator = GC-A (human) enzyme activation; P16066; HEK293 GC-A cells, cGMP TR-FRET, EC30 ANP; 0% at EC30 ANP, 100% saturating ANP; activation, % at 10 µM; 370,000 tested, 0.14% active; in the data active = activation above about 40%
# SMARCA2 activ = SMARCA2 function activation, primary screen; MG213 cells, MMTV-luciferase reporter, dexamethasone, overnight; activation, % at 9.1 µM; 370,000 tested, 1% active; in the data active = activation above about 7.8%;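 also: 0% = vehicle wells and 100% = reference activator wells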
# sPLA2-III inh = Blocks human group III sPLA2 activity; Q9NZ20; QFRET BODIPY PC-A2 liposome hydrolysis, fluorescence; inhibition, % at 12.2 µM; 370,000 tested, 0.56% active; AID 743126;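 active = inhibition above mean plus 3 SD of compounds lying within the high and low control bounds, cut at about 19% in these data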;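 also: 0% = median of test compound wells and 100% = no enzyme DMSO wells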
# Target sequence (Q9NZ20 whole entry, looked up): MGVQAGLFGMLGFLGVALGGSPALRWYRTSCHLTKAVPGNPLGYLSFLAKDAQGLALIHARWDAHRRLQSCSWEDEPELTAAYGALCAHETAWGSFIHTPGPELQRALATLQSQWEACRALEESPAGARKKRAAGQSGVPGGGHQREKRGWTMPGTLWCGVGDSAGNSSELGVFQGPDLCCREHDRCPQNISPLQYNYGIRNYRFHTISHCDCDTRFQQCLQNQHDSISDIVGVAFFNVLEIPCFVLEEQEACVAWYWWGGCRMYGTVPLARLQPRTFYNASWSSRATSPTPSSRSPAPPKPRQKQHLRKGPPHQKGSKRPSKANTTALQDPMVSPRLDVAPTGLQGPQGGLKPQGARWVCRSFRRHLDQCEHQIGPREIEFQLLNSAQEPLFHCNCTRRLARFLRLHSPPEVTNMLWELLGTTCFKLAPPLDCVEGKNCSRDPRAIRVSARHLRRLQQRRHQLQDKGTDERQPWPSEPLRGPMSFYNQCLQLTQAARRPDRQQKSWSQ
# ssDAF-12 act = activates DAF-12 receptor from parasite S. stercoralis | activation, % at 6.8 µM | AID 652126 | 370,000 tested, 1% active | HEK293 ssDAF-12/GRIP1 lit1-tk-luc reporter, luminescence; % of 3 µM dafachronic acid response;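 active = activation above the mean over all tested compounds plus 3 SD, cut at about 0.9% in these data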;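 also: 0% = DMSO-only wells and 100% = 3 µM delta7-dafachronic acid wells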
# DAX1 inh-1 = NR0B1 (DAX1) inhibition; inhibition, % at 6.75 µM; 340,000 tested, 0.99% active; P51843; AID 504766; HEK293 Gal4-DAX1 luciferase reporter, luminescence;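 active = inhibition above the mean over all tested compounds plus 3 SD, cut at about 4.2% in these data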;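 also: 0% = DAX1-transfected cells with DMSO and 100% = empty-vector control cells with DMSO; inhibition shows as a rise in luminescence from relieved DAX1 repression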
# Target sequence (P51843 207-470 limits assumed): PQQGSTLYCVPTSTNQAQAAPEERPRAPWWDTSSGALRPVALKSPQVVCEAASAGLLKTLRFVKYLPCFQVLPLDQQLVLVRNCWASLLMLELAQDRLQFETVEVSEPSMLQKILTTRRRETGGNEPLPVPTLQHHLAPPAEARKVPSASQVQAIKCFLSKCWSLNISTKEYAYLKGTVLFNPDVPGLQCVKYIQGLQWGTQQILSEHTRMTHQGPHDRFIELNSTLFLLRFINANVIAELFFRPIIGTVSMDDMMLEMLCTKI
# ADAM10 inh = inhibits human ADAM10. O14672. recombinant ADAM10, EDANS/DABCYL FRET peptide cleavage, 3 h. inhibition, % at 7 µM. 370,000 tested, 0.62% active;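 active = inhibition above a per-campaign cutoff equal to the mean of compounds falling between control-based bounds plus 3 SD, cut at about 20% in these data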;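 also: 0% = DMSO wells while the 100% control is not disclosed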
# hcDAF12 agonist = activators of H. contortus DAF-12 nuclear receptor. HEK293 hcDAF-12 lit1-tk-luc reporter, luminescence; 0% DMSO, 100% Δ7-dafachronic acid. activation, % at 6.8 µM. 370,000 tested, 1.4% active. AID 652067;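 active = activation above the mean of all tested compounds plus 3 SD, cut at about 5.5% in these data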;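 also: 100% = response to 3 µM Δ7-dafachronic acid high control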
# DAX1 inh-2 = inhibitors of DAX1 repression of SF-1 activated StAR promoter. HEK293T StAR-luciferase reporter, SF-1/DAX-1 repression relief. inhibition, % at 6.8 µM. 370,000 tested, 1.1% active. AID 652010;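 active = inhibition above the mean over all tested compounds plus 3 SD, cut at about 3.6% in these data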;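 also: 0% = DAX-1 cells with DMSO and 100% = cells lacking DAX-1 with DMSO; higher inhibition means more luminescence from relief of DAX-1 repression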
# GC-B act = GC-B (human) receptor activation; P20594; HEK293-GC-B cells, CNP EC30, cGMP TR-FRET; 0% at EC30 CNP, 100% saturating CNP; activation, % at 10 µM; 370,000 tested, 0.11% active;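 active = activation at 10 µM reaching about 35% in either raw or pattern-adjusted values, limit read from the data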
# hgDAF-12 ag = agonists of H. glycines DAF-12 nuclear receptor; AID 687014; activation, % at 6.8 µM; HEK293 GAL4-hgDAF12 UAS-luciferase reporter, agonist luminescence; normalized to butyrate control; 370,000 tested, 1.8% active;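 active = activation above a cutoff set at the mean of all screened compounds plus 3 SD, cut at about 10% in these data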;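 also: 0% = DMSO wells and 100% = sodium butyrate wells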
# The depositor's hits bear a star; nt = no result given.
SMILES,GAA850 FXN act,NPR1 activator,SMARCA2 activ,sPLA2-III inh,ssDAF-12 act,DAX1 inh-1,ADAM10 inh,hcDAF12 agonist,DAX1 inh-2,GC-B act,hgDAF-12 ag
O=S1(=O)c2ccc(Br)cc2OC[C@H](Cc2ccccc2)N1Cc1cn(Cc2ccc(C(F)(F)F)cc2)nn1,nt,1,-1,3,-1.2,nt,-1,1.8,-0.3,3,-1.1
CC(=O)N1CCN(C(=O)c2cc3c(s2)CCC(C)C3)CC1 (stereo not given),0.5,2,3,4,1.0*,1.6,-6,0.3,3.9*,-1,5.5
CNC(=S)N/N=C/c1c(Cl)cccc1Cl,1.6,4,1,4,-1.3,0.7,4,0.4,-0.1,8,-1.8
CC(C)=CCc1cc(-c2oc3cc(O)cc(O)c3c(=O)c2O)ccc1O,1.4,1,2,-4,-1.4,-0.9,-2,-1.3,1.8,-3,0.2
Fc1ccc(C2=NOC(c3nnc(-c4ccccc4)o3)C2)cc1 (stereo not given),0.5,3,0,-1,-0.8,-0.1,5,1.3,-0.2,1,-1.4
CC1CCCCC12NC(=O)N(CC(=O)Nc1ccc3c(c1)OCO3)C2=O (stereo not given),-0.5,2,-2,12,-1.3,0.1,-24,-0.1,-0.8,3,1.0
COC(=O)N/N=C/c1cc(N=Nc2ccccc2)ccc1O,1.9,7,-2,-5,-1.8,-1.0,2,-1.7,0.4,-8,2.0
Cc1ccc2nc(NNC(=O)c3ccc4c(c3)OCCO4)sc2c1,0.6,-5,-2,25*,0.0,-0.2,4,3.5,0.5,-3,0.1
COc1ccc(-c2ccnc(SCC(=O)Nc3ccccn3)n2)cc1,2.6,3,-1,0,-0.9,-0.3,-29,-0.9,-1.4,-9,-0.9
CC1(C)C(=O)Nc2ccccc2N1C(=O)COC(=O)C1CCCCC1,0.4,-2,7,-1,-0.8,0.0,-1,1.6,-0.1,1,1.1
CCCn1c2ccc(C)cc2c2nnc(SCCN3CCCCC3)nc21,1.4,6,4,-7,0.5,0.2,-7,9.3*,0.7,8,0.1
CC(=O)Nc1cccc(OCC(=O)Nc2ccccc2)c1,4.6,0,4,2,0.0,0.7,-5,1.0,2.2,-4,6.8
CCOc1ccc(Nc2cc3n(c(=O)n2)CCc2cc(OC)c(OC)cc2-3)cc1,2.9,8,3,9,-1.4,2.4,0,-2.5,-0.3,7,-1.4
Cc1ccc(/C=c2\sc3nc(-c4cccnc4)nn3c2=O)cc1,3.8,15,-1,-8,-0.7,-0.5,-9,1.2,0.2,-6,1.1
Cc1cc(C)c2c(CCl)cc(=O)oc2c1,-0.5,-5,-1,-1,-0.6,nt,-8,-1.9,-0.6,0,0.0
CCCc1cc(=O)[nH]c(SCc2ccc(Cl)cc2)n1,-1.3,-10,-2,-9,-0.4,0.5,4,-0.1,-0.5,1,-0.6
CCOC(=O)C1(C)CCN1C(=O)c1ccc(Cl)nc1 (stereo not given),-2.4,6,-2,6,-1.6,nt,-12,-1.7,-0.6,1,0.2
COc1cccc(C(C)(O)c2nc(-c3ccc(C)c(C)c3)cs2)c1 (stereo not given),1.4,-2,-3,-22,-1.2,nt,21*,-0.8,-1.3,-5,0.1
O=C(CCC(=O)N1CCN(c2cccc(Cl)c2)CC1)N1CCN(c2ccccc2)CC1,0.2,5,-3,1,-1.8,-2.1,-2,-1.6,-0.6,3,-5.9
C/C(=N\NC(=S)NC1CCCCC1)c1cccc(Br)c1,0.8,-1,1,-1,-1.2,-0.5,-2,-0.7,0.9,-3,0.6
CCN(c1ccccc1)S(=O)(=O)c1ccc(C(=O)N2CCN(c3ccccc3)CC2)cc1,0.2,-3,-1,-12,-1.7,-0.9,4,-2.2,-0.9,6,-4.6
Cc1ccc(Cc2c(-c3ccccc3)nc3ccc(Cl)cn23)cc1,1.8,22,-2,1,-1.3,-0.1,-40,0.1,1.8,20,0.6
CN(C)c1ccc(/C=N/n2c(-c3cccnc3)n[nH]c2=S)cc1,1.7,-2,-2,7,-1.3,0.3,-16,-1.9,-0.4,-1,-4.8
NC(=O)c1nsc(C(=O)N(CCCN2CCOCC2)C(C(=O)NC2CCCCC2)c2ccc(Cl)cc2)c1N (stereo not given),0.2,-7,3,0,-0.5,0.9,-35,0.4,0.0,2,-0.5
O=C(CCN1C(=O)c2ccccc2S1(=O)=O)Nc1ccc2c(c1)OCCO2,1.5,3,0,-3,-1.8,-1.0,-5,-1.4,-0.1,-1,-1.2

# The last 5 entries of the part above come first, to join the parts:
SMILES,GAA850 FXN act,NPR1 activator,SMARCA2 activ,sPLA2-III inh,ssDAF-12 act,DAX1 inh-1,ADAM10 inh,hcDAF12 agonist,DAX1 inh-2,GC-B act,hgDAF-12 ag
CCN(c1ccccc1)S(=O)(=O)c1ccc(C(=O)N2CCN(c3ccccc3)CC2)cc1,0.2,-3,-1,-12,-1.7,-0.9,4,-2.2,-0.9,6,-4.6
Cc1ccc(Cc2c(-c3ccccc3)nc3ccc(Cl)cn23)cc1,1.8,22,-2,1,-1.3,-0.1,-40,0.1,1.8,20,0.6
CN(C)c1ccc(/C=N/n2c(-c3cccnc3)n[nH]c2=S)cc1,1.7,-2,-2,7,-1.3,0.3,-16,-1.9,-0.4,-1,-4.8
NC(=O)c1nsc(C(=O)N(CCCN2CCOCC2)C(C(=O)NC2CCCCC2)c2ccc(Cl)cc2)c1N (stereo not given),0.2,-7,3,0,-0.5,0.9,-35,0.4,0.0,2,-0.5
O=C(CCN1C(=O)c2ccccc2S1(=O)=O)Nc1ccc2c(c1)OCCO2,1.5,3,0,-3,-1.8,-1.0,-5,-1.4,-0.1,-1,-1.2
COC(=O)c1cc(OC)c(OC)cc1NC(=O)Cc1ccccc1[N+](=O)[O-],0.9,-4,-3,0,-1.2,-0.6,4,-1.6,-1.1,-1,-3.2
C/C(=N\Nc1nc(C)cc(=O)[nH]1)C1CC1,2.2,-1,-1,-1,-1.7,-1.7,-2,0.2,0.4,4,2.5
Cc1ccc(C(=O)Oc2cc(C)n(C)c(=O)c2)cc1,-2.0,1,2,2,-1.4,-0.3,0,-0.9,-0.9,11,-2.6
NC(=O)N1CC(O)CC1C(=O)Nc1ccc(Cl)c(Cl)c1 (stereo not given),0.2,5,-1,7,-1.0,-0.1,-7,-1.7,-0.5,5,-0.1
OC1C2CCC(C2)C1CN1CCOCC1 (stereo not given),-1.3,0,-2,0,-1.0,2.4,-2,0.9,-1.4,4,-0.4
O=C(C1CC1)N1CCN(c2ccc([N+](=O)[O-])cc2-n2cccc2)CC1,2.0,-4,0,-6,-1.2,-1.3,0,-1.6,-0.8,-6,-1.7
CC(C)C(c1nnnn1CC1CCCO1)N1CCN(C2CCCC2)CC1 (stereo not given),-3.6,1,3,8,-1.1,1.0,4,-0.9,-0.8,2,0.7
c1ccc(CCc2nc(-c3ccccc3)no2)cc1,5.0,0,1,1,-0.7,-0.2,6,-0.7,0.7,-3,4.6
CCSc1nncn1/N=C/c1ccc(OC)c(OC)c1,3.3,-1,3,2,-0.7,0.1,-4,-0.8,-0.4,-3,4.0
COc1ccc(-c2c(-c3cc(OC)cc(OC)c3)n(C)c3ccc(-c4cnc(N)nc4)cc23)cc1,1.4,0,0,10,-1.0,-0.5,-3,-1.3,-0.4,15,1.1
COc1ccccc1CN1C[C@@H]2C[C@@H](c3ccccc3OC)N3CCC[C@@]23C1=O,1.9,-20,-2,11,-1.0,-0.3,-3,1.2,0.0,-12,-3.5
CCCCS(=O)(=O)N1CCCC(C(=O)Oc2ccccc2)C1 (stereo not given),0.6,-5,-1,-3,-1.1,-0.6,0,-0.4,0.2,0,-0.4
CN(C)/C=N/c1sc2c(c1C#N)CCCCC2,7.4,-2,2,13,-0.3,-0.1,2,-0.2,0.9,6,4.5
O=C(NC1CC1)c1ccccc1NC(=O)c1ccccc1OC(F)F,0.5,-5,2,2,-1.3,-0.9,-4,1.1,-0.8,1,0.3
CCOc1cc(N2CCOCC2)c(OCC)cc1NC(=O)Cn1[nH]c(=O)c2ccccc2c1=O,-0.5,26,-5,-1,-1.3,3.6,-5,-1.0,0.3,36*,2.1
CCCCCc1c(-c2cccc(F)c2)ncn1CCc1ccccc1OC,nt,-1,-5,-18,-1.0,nt,6,-2.5,-1.4,-9,1.8
CCC1(C)SC(NC(C)=O)=NN1C(C)=O (stereo not given),2.2,4,0,6,-0.6,0.2,7,-1.2,0.0,2,1.9
CCc1ccc(N2CC(C(=O)NNC(=O)c3ccc(F)cc3)CC2=O)cc1 (stereo not given),-0.6,-1,2,-5,-0.8,0.0,-3,-1.8,0.7,1,-0.1
CN(C(=O)Nc1ccc(Cl)cc1)c1c2c(nn1C)CCCC2,-2.2,2,-4,2,-1.6,0.0,3,2.5,-0.2,4,-1.4
Cc1cc(C)n(-c2ccc(C(=O)OCC(=O)N(CC(C)C)C3CCS(=O)(=O)C3)cc2)n1 (stereo not given),2.2,-3,0,4,-1.1,-0.7,2,-1.3,-0.1,3,-2.1
O=C(Cc1cccs1)N(Cc1ccco1)C1(C(=O)NC2CCCC2)CCCCC1,1.7,-23,0,0,-1.2,0.0,6,0.4,-1.1,-18,-0.9
Cc1cccc(Oc2ccccc2NC(=O)c2cnccn2)c1,4.0,0,-1,-2,-1.1,-0.6,10,-0.5,0.9,-5,2.1
COc1ccc(/C=C2\SC(=S)N(CCCC(=O)Nc3ccccn3)C2=O)cc1OC,-3.5,-3,-6,-10,-1.1,-0.8,4,-0.9,-0.8,-2,-5.0
CC(C)(C)OC(=O)NCCC(=O)N/N=C/c1cccc2nccnc12,-0.5,-3,-4,-7,-1.2,-1.1,0,-1.0,0.0,0,1.6
COc1cc(C(=O)Nc2ccc(Oc3ncnc4sc(-c5ccccc5)cc34)cc2)cc(OC)c1OC,0.2,-9,0,-1,-1.7,0.4,-1,-0.2,-0.9,-5,-0.2
COc1ccc(-c2nc3cnccn3c2NC(C)(C)CC(C)(C)C)cc1O,-3.6,4,-4,-42,-1.8,-0.8,-449,-1.9,-1.6,2,-4.2
N#C/C(=N/Nc1ccccc1[N+](=O)[O-])C(N)=S,-0.5,2,-5,14,-0.6,2.3,-6,-1.7,-0.8,2,-1.0
COc1cc(/C=C2\SC(=S)N(CCCCC(=O)O)C2=O)ccc1OS(=O)(=O)c1ccc(C)cc1,1.9,-3,-2,-28,-1.0,1.1,7,-0.1,5.9*,-6,-3.6
CC(C)CN(C(=O)C1CCCCC1)C1CCS(=O)(=O)C1 (stereo not given),1.3,0,-2,1,-1.2,-1.7,-8,0.3,-0.1,0,0.2
COc1ccc(C(C)(C)C)cc1NC(=O)C1C2C=CC(C2)C1C(=O)O (stereo not given),0.6,1,-7,6,-1.1,-0.3,-3,0.0,0.7,0,0.1
